Screening results as filed in PubChem BioAssay.
D1 antagonist – blocks dopamine activation of the human D1 receptor. hit rate 3.2% among 360,000. HEK293 TREx D1 cells, calcium flux, dopamine EC80; hits give low values. activity change, negative = inhibition, % at 10 µM. AID 504652. P21728; in the data active means activity change below about -30%; further: on the % scale 0 is the no-effect control and ±100 the full control effect
Target sequence (P21728 whole entry, looked up): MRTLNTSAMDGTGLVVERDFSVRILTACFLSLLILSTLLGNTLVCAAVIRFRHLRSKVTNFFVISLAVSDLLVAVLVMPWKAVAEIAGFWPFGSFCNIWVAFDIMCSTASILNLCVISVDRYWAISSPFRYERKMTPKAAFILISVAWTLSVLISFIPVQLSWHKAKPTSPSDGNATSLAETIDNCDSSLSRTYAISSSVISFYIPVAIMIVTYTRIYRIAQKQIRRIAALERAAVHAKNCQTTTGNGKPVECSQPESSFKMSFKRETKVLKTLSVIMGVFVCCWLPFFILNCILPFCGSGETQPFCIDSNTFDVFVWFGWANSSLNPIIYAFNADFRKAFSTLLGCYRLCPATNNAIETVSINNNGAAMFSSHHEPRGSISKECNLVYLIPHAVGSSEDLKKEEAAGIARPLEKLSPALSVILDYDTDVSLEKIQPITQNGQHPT
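Tetracycline-induced HEK293 Trex D1 cells, force-coupled to calcium, dye-loaded; compounds added and read 180 s, then EC80 dopamine added and calcium flux tracked kinetically another 180 s.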
Vif-APOBEC3G blk – Vif-A3G binding inhibition; Q9HC16; HeLa A3G-eYFP + Vif (tagged APOBEC3G with the HIV-1 protein that degrades it), YFP fluorescence, overnight; Potency, µM (series often up to 46.1 µM), for the others: at the highest dose activity, negative = active, hits mostly inhibitors; hit rate 0.076% among 410,000; AID 602310;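 further: potency means the concentration at half of the fitted maximal effect; on the % scale 0 is the no-effect control and ±100 the full control effect; nearly all actives have a fitted effect of over 60% in size; hits raise eYFP signal because A3G escapes Vif-driven loss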
Target sequence (Q9HC16 whole entry, looked up): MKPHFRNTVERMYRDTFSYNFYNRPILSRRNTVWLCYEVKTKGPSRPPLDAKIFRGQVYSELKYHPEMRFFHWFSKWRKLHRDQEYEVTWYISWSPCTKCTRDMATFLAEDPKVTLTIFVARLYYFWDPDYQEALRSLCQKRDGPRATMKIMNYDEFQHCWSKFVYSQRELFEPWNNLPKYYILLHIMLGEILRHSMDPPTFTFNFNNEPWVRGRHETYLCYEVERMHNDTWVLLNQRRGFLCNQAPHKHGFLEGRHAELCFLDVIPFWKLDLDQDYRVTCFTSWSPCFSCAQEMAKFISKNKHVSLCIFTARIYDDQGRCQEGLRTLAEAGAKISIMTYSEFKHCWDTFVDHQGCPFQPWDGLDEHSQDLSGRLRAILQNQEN
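Read-out is eYFP fluorescence (Ex 488/Em 500-530) from Vif-expressing HeLa A3G-eYFP cells; more signal means A3G escaped Vif-mediated degradation. Cells plated overnight, compound pinned in, incubated overnight at 37 deg C.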
D1 agonist – agonists of human D1 dopamine receptor; HEK293 T-REx D1 cells, calcium flux, agonist mode; activation, % at 2 µM; hit rate 1% among 360,000; AID 504660; in the data active means activation above about 30%; further: 0% is about no effect
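Agonism was scored from calcium flux recorded over 180 s (1 read/s) after pintool compound addition, following a 10-cycle baseline. Cells were inducible force-coupled HEK293 TREx D1, plated overnight at 30 C and loaded with no-wash calcium dye.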
GRP78 ERSR act – ER stress response induction in glioma. U87-MG GRP78 promoter luciferase reporter, 16 h. Potency, µM, without a hit: top-dose activation, usual class: activators. hit rate 0.02% among 420,000; further: potency means the concentration at half of the fitted maximal effect; series mostly up to about 76 µM; % of control where 0% means no effect; nearly all actives have a fitted effect of over 35% in size
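ERSR induction read as luciferase luminescence (Bright-Glo, 10 min at room temperature) in stably transfected human U87-MG glioma cells exposed to compounds for 16 h, using GRP78 as sensor.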
D2 potentiator – positively modulates the human D2 dopamine receptor allosterically; AID 485347; hit rate 0.34% among 340,000; P14416; HEK293 T-REx D2, calcium flux, EC20 dopamine potentiation; potentiation, % at 10 µM;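 active means potentiation over 3 SD above the plate norm, cut at about 30% in these data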; further: 0% is about no effect
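Calcium flux readout, no-wash dye, 1 read/s. Inducible HEK293 Trex D2 line, overnight 30 C. Compound alone 180 s (agonist flags), then EC20 dopamine, another 180 s to score potentiation.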
RXFP1 antag – RXFP1 (human) relaxin receptor antagonism; HEK293-RXFP1, relaxin-stimulated cAMP HTRF, 30 min; hits give low values; hit rate 0.59% among 350,000; Q9HBX9; AID 1259400; activity change, negative = inhibition, % at 57.5 µM;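 active means activity change of -60% or lower, but not beyond a set lower limit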; further: on the % scale 0 is the no-effect control and ±100 the full control effect
D1 PAM – human D1 dopamine receptor positive modulation | P21728 | HEK293 TREx D1 cells, calcium flux, dopamine EC20 potentiation | potentiation, % at 10 µM | hit rate 0.036% among 360,000 | AID 504651; in the data active means potentiation above about 30%; further: 0% is about no effect
Vif-A3F inh – Vif-A3F binding inhibition | HeLa A3F-eYFP + Vif (tagged APOBEC3F with the HIV-1 protein that degrades it), YFP fluorescence increase | hit rate 0.2% among 390,000 | Potency, µM (highest dose often 46.1 µM), for the others: at the highest dose activity, negative = active; further: potency means the concentration at half of the fitted maximal effect; % of control where 0% means no effect; nearly all actives have a fitted effect of over 65% in size
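HeLa cells stably expressing A3F-eYFP plus Vif, plated and incubated overnight at 37 deg C, then exposed to compounds overnight at 37 deg C. Blocked degradation read as raised yellow fluorescence (Ex 488/Em 500-530).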
RXFP1 ag – activates the human relaxin receptor RXFP1; Q9HBX9; HEK293T-RXFP1 cAMP TR-FRET, 30 min; response scale: percent of porcine relaxin response, buffer zero; Potency, µM (doses to about 57.5 µM), for the others: at the top dose activation, usual class: activators; hit rate 0.3% among 370,000; further: potency means the concentration at half of the fitted maximal effect; on the % scale 0 is the no-effect control and ±100 the full control effect; nearly all actives have a fitted effect of over 60% in size; many of its hits are not listed in these tables
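HEK293T cells stably expressing RXFP1 were pretreated with the PDE4 inhibitor Ro 20174, exposed to compounds for 30 min at 37C, lysed, and cAMP was read by TR-FRET. Data normalized to buffer (basal) and 29 nM porcine relaxin (100%).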
Numbers without * were called inactive; & = joins results of further samples. Unless noted, the call rests on the fitted dose curve; in most records, active means well fitted curve in the direction sought with a large enough effect; inconclusive means small, poorly fitted or top-dose-only effect, or another doubt; inactive means no such curve, though single readings can be large; an effect the other way counts as inactive or inconclusive. The list is partial. The share of hits here may be higher or lower than overall.

`O=C(CNC1CC1)Nc1cc(C(F)(F)F)ccc1Cl` gave D1 antagonist 2, Vif-APOBEC3G blk -2%, D1 agonist 2, GRP78 ERSR act -2%, D2 potentiator -23, RXFP1 antag 1, D1 PAM -5, Vif-A3F inh -7% and RXFP1 ag 1.7%.
Screening CCN1/C(=C\c2ccc3ccccc3[n+]2CC)Sc2cc(C)ccc21 returned D1 antagonist 5, Vif-APOBEC3G blk -6%, D1 agonist 23, GRP78 ERSR act -8%, D2 potentiator -2, RXFP1 antag -19, D1 PAM -4, Vif-A3F inh -139% and RXFP1 ag 16%.
`COc1ccc(C(=O)OCC(=O)NC2CCCCCC2)cc1OC` gave D1 antagonist -19, Vif-APOBEC3G blk 1%, D1 agonist 0, GRP78 ERSR act -2%, D2 potentiator 2, RXFP1 antag -1, D1 PAM -5, Vif-A3F inh -15% and RXFP1 ag 0.4%.
`Cc1cccc(OCc2nnc(SCc3cc(=O)[nH]c4ccccc34)n2-c2ccccc2)c1` gave D1 antagonist -16, Vif-APOBEC3G blk -7%, D1 agonist 3, GRP78 ERSR act -3%, D2 potentiator 1, D1 PAM 13, Vif-A3F inh -10% and RXFP1 ag -0.2%.
CCOC(=O)C1CCN(C(=O)c2ccccc2N(C)S(=O)(=O)c2ccccc2)CC1 was read as D1 antagonist 9, Vif-APOBEC3G blk 0%, D1 agonist 1, GRP78 ERSR act -3%, D2 potentiator 7, RXFP1 antag 18, D1 PAM -4, Vif-A3F inh -9% and RXFP1 ag 1.2%.
For CC(C)OC(=O)c1ccc(COc2ccc3ccc(=O)oc3c2)o1 the results were D1 antagonist -13, Vif-APOBEC3G blk -2%, D1 agonist 3, GRP78 ERSR act -2%, D2 potentiator -10, RXFP1 antag -15, D1 PAM -3, Vif-A3F inh -3% and RXFP1 ag -4.8%.
Screening Nc1ccccc1-c1ccc(Cl)cc1 returned Vif-APOBEC3G blk -4%, GRP78 ERSR act -6%, RXFP1 antag -4 and Vif-A3F inh -8%.
For Cc1nnc(SCc2ccc3c(c2)OCO3)s1 the results were D1 antagonist -16, Vif-APOBEC3G blk 0%, D1 agonist 4, GRP78 ERSR act 4%, D2 potentiator 21, RXFP1 antag -2, D1 PAM -3, Vif-A3F inh 16% and RXFP1 ag 1.4%.
Screening C=CCNC(=O)C(=O)NCC1CCCN1CC (stereo not drawn) returned D1 antagonist 13, Vif-APOBEC3G blk 4%, D1 agonist 3, GRP78 ERSR act -4%, RXFP1 antag 0, D1 PAM 0, Vif-A3F inh 2% and RXFP1 ag -0.6%.
`CCOC(=O)c1c(C)[nH]c(C)c1S(=O)(=O)N1CCCC(C(=O)NCc2ccc(C)cc2)C1` (stereo not drawn) gave D1 antagonist -3, Vif-APOBEC3G blk -1%, D1 agonist 1, GRP78 ERSR act -2%, D2 potentiator 8, RXFP1 antag -5, D1 PAM -3, Vif-A3F inh -6% and RXFP1 ag -0.8%.

A draw from above in order of heavy-atom count, rising:
`O=C(CNC1CC1)Nc1cc(C(F)(F)F)ccc1Cl` gave D1 antagonist 2, Vif-APOBEC3G blk -2%, D1 agonist 2, GRP78 ERSR act -2%, D2 potentiator -23, RXFP1 antag 1, D1 PAM -5, Vif-A3F inh -7% and RXFP1 ag 1.7%.
`COc1ccc(C(=O)OCC(=O)NC2CCCCCC2)cc1OC` gave D1 antagonist -19, Vif-APOBEC3G blk 1%, D1 agonist 0, GRP78 ERSR act -2%, D2 potentiator 2, RXFP1 antag -1, D1 PAM -5, Vif-A3F inh -15% and RXFP1 ag 0.4%.
CCOC(=O)C1CCN(C(=O)c2ccccc2N(C)S(=O)(=O)c2ccccc2)CC1 was read as D1 antagonist 9, Vif-APOBEC3G blk 0%, D1 agonist 1, GRP78 ERSR act -3%, D2 potentiator 7, RXFP1 antag 18, D1 PAM -4, Vif-A3F inh -9% and RXFP1 ag 1.2%.
`CCOC(=O)c1c(C)[nH]c(C)c1S(=O)(=O)N1CCCC(C(=O)NCc2ccc(C)cc2)C1` (stereo not drawn) gave D1 antagonist -3, Vif-APOBEC3G blk -1%, D1 agonist 1, GRP78 ERSR act -2%, D2 potentiator 8, RXFP1 antag -5, D1 PAM -3, Vif-A3F inh -6% and RXFP1 ag -0.8%.

(list continues)
For O=C(c1ccc(-c2ccccc2)cc1)N1CCC(C(=O)N2CCCC2)CC1 the results were D1 antagonist -5, Vif-APOBEC3G blk -3%, D1 agonist -1, GRP78 ERSR act -7%, RXFP1 antag 1, D1 PAM -2, Vif-A3F inh -1% and RXFP1 ag -0.9%.
`O=C(NCc1ccccc1)C(c1ccc(F)cc1)N(Cc1cccs1)C(=O)c1cnccn1` (stereo not drawn) gave D1 antagonist -2, Vif-APOBEC3G blk -10%, D1 agonist 4, GRP78 ERSR act -2%, D2 potentiator -2, RXFP1 antag 5, D1 PAM -6, Vif-A3F inh -21% and RXFP1 ag -0.3%.
Cc1cccc(CN2C(=O)c3ccccc3Sc3ccc(C(=O)NCc4ccco4)cc32)c1 was read as D1 antagonist 14, Vif-APOBEC3G blk -1%, D1 agonist 1, GRP78 ERSR act -1%, D2 potentiator -10, RXFP1 antag -15, D1 PAM 0, Vif-A3F inh -16% and RXFP1 ag 1.4%.
`COc1ccc(NC(=O)CSc2nc3ccccc3n2CC(=O)N2CCCCC2C)cc1` (stereo not drawn) gave D1 antagonist 8, Vif-APOBEC3G blk -1%, D1 agonist 0, GRP78 ERSR act -3%, D2 potentiator -5, RXFP1 antag -5, D1 PAM -1, Vif-A3F inh 4% and RXFP1 ag 1.2%.
`Cc1cccc(NC(=O)CN(c2ccc(C(C)C)cc2)S(=O)(=O)c2c(C)nn(C)c2C)n1` gave D1 antagonist 5, Vif-APOBEC3G blk 3%, D1 agonist 2, GRP78 ERSR act -4%, D2 potentiator -1, D1 PAM -3, Vif-A3F inh -3% and RXFP1 ag 0.1%.
`COc1ccc(-c2ccc(SC)nn2)cc1` gave D1 antagonist -10, Vif-APOBEC3G blk 0%, D1 agonist 0, GRP78 ERSR act -16%, D2 potentiator 2, RXFP1 antag -21, D1 PAM -3, Vif-A3F inh -3% and RXFP1 ag -1.5%.
O=C(c1ccccc1)c1ccc(OC(=O)N2CCOCC2)cc1 was read as D1 antagonist 0, Vif-APOBEC3G blk 1%, D1 agonist -1, GRP78 ERSR act 4%, D2 potentiator 1, RXFP1 antag -20, D1 PAM 0, Vif-A3F inh -10% and RXFP1 ag 2.0%.
For COC(=O)[C@@]12CCCN1[C@H](c1ccc(-c3ccc(C(C)=O)cc3)c(OC)c1)[C@H]1C(=O)N(C)C(=O)[C@H]12 the results were D1 antagonist 10, Vif-APOBEC3G blk 6%, D1 agonist -1, GRP78 ERSR act -5%, D2 potentiator 8, D1 PAM -4, Vif-A3F inh 2% and RXFP1 ag 0.4%.
Screening O=C(N[C@@H](Cc1ccccc1)C(=O)NCCc1c[nH]c2ccccc12)c1ccco1 returned D1 antagonist -5, Vif-APOBEC3G blk 1%, D1 agonist 2, GRP78 ERSR act 0%, D2 potentiator 1, RXFP1 antag -27, D1 PAM -4, Vif-A3F inh 17% and RXFP1 ag -1.0%.
Screening O=c1c2ccccc2c(C=NCCc2ccccc2)c(O)n1Cc1ccccc1 returned D1 antagonist -1, Vif-APOBEC3G blk -3%, D1 agonist 7, GRP78 ERSR act 0%, D2 potentiator -1, RXFP1 antag -3, D1 PAM 1, Vif-A3F inh 7% and RXFP1 ag -2.1%.
Screening O=C(NC1CCN(S(=O)(=O)c2cccc(F)c2)CC1)c1cccc(F)c1 returned D1 antagonist 0, Vif-APOBEC3G blk -4%, D1 agonist 2, GRP78 ERSR act -5%, D2 potentiator 7, RXFP1 antag -2, D1 PAM -2, Vif-A3F inh -4% and RXFP1 ag 0.4%.
For CCN(CC)C(=O)C1=C(C)N(Cc2ccccc2)C(=O)C(CC(=O)NCc2cccc3ccccc23)C1 (stereo not drawn) the results were Vif-APOBEC3G blk 1%, GRP78 ERSR act -3%, RXFP1 antag 1 and Vif-A3F inh -5%.
For Cc1ccc(-c2ccc(CCC(=O)O)n2CC2CCCO2)cc1 (stereo not drawn) the results were D1 antagonist -14, Vif-APOBEC3G blk 1%, D1 agonist 1, GRP78 ERSR act -3%, D2 potentiator 0, RXFP1 antag -17, D1 PAM -1, Vif-A3F inh -1% and RXFP1 ag 3.5%.
For COc1ccc2oc(C(=O)NCCc3ccccc3)c(C)c2c1 the results were D1 antagonist 2, Vif-APOBEC3G blk -1%, D1 agonist 0, GRP78 ERSR act -12%, D2 potentiator 5, RXFP1 antag -16, D1 PAM -9, Vif-A3F inh -3% and RXFP1 ag -0.1%.
Screening CCOC(=O)c1ccc2[nH]c(C)cc(=O)c2c1 returned D1 antagonist -4, Vif-APOBEC3G blk -4%, D1 agonist 2, GRP78 ERSR act 6%, D2 potentiator 6, RXFP1 antag -1, D1 PAM 4, Vif-A3F inh 1% and RXFP1 ag 1.5%.
`O=C1c2cccnc2C(=O)N1CO` gave D1 antagonist 4, Vif-APOBEC3G blk 1%, D1 agonist 4, GRP78 ERSR act -1%, D2 potentiator -2, RXFP1 antag -5, D1 PAM 3, Vif-A3F inh 4% and RXFP1 ag 0.6%.
Screening CCN(CC)C(=O)CC(c1ccc2c(c1)OCO2)c1c(OC)cc(OC)c2ccc(=O)oc12 (stereo not drawn) returned D1 antagonist -38*, Vif-APOBEC3G blk 1%&-11%, D1 agonist 0, GRP78 ERSR act -1%&-4%, D2 potentiator 14, D1 PAM -6, Vif-A3F inh 1% and RXFP1 ag -2.7%.
`COC(=O)C1=C(Cn2cnc3ccccc32)NC(=O)NC1c1cc(C)ccc1C` (stereo not drawn) gave D1 antagonist -19, Vif-APOBEC3G blk -8%, D1 agonist 1, GRP78 ERSR act -4%, D2 potentiator -3, RXFP1 antag 8, D1 PAM -3, Vif-A3F inh 1% and RXFP1 ag 2.1%.
`CN(C)C(CNC(=O)CNC(=O)c1ccc2ccccc2c1)c1ccccc1` (stereo not drawn) gave D1 antagonist 0, Vif-APOBEC3G blk 5%, D1 agonist 4, GRP78 ERSR act -4%, D2 potentiator -19, RXFP1 antag -28, D1 PAM -3, Vif-A3F inh 7% and RXFP1 ag 0.0%.
